Bioassay records deposited in PubChem by several laboratories.
ssDAF12 agonist = S. stercoralis DAF-12 nuclear receptor activators, primary screen, cell-based, luminescence, HEK293, GRIP1 co-expression, lit1-tk-luc | Nuclear hormone receptor DAF-12 (Strongyloides stercoralis) | HEK293 ssDAF-12/GRIP1 lit1-tk-luc reporter; % of 3 µM dafachronic acid response | activation, % at 6.8 µM | actives 1% (n = 370,000) | AID 652126, 2013;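 active = activation above the mean over all tested compounds plus 3 SD, cut at about 0.9% in these data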;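 note: 0% = DMSO-only wells and 100% = 3 µM delta7-dafachronic acid wells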
GAA850 FXN act = FXN promoter activators, primary screen, cell-based, luciferase luminescence, HEK293 lucGAA850; activation, % at 6 µM; actives 0.56% (n = 360,000); HEK293 lucGAA850 FXN promoter luciferase reporter, 24 h; percent of 10 µM SAHA response;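 active = activation above the average of all compounds screened plus 3 SD, cutoff fixed separately per campaign, cut at about 7.5% in these data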;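 note: 0% = DMSO wells and 100% = 10 µM SAHA wells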
DAX1 inh-1 = DAX1 (NR0B1) inhibitors on StAR promoter, primary screen, cell-based, luminescence, SF-1 (NR5A1), full-length DAX-1; actives 1.1% (n = 370,000); inhibition, % at 6.8 µM; HEK293T StAR-luciferase reporter, SF-1/DAX-1 repression relief; AID 652010, 2013;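 active = inhibition above the mean over all tested compounds plus 3 SD, cut at about 3.6% in these data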;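 note: 0% = DAX-1 cells with DMSO and 100% = cells lacking DAX-1 with DMSO; higher inhibition means more luminescence from relief of DAX-1 repression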
SMARCA2 activ = SMARCA2 (BRM) function activators, primary screen, cell-based, luminescence, high throughput; MG213 cells, MMTV-luciferase reporter, dexamethasone, overnight; activation, % at 9.1 µM; actives 1% (n = 370,000); AID 652017, 2013; in the data active = activation above about 7.8%;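 note: 0% = vehicle wells and 100% = reference activator wells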
DAX1 inh-2 = DAX1 (NR0B1) inhibitors, primary screen, cell-based, HEK293, Gal4-DAX1, luciferase luminescence. actives 0.99% (n = 340,000). HEK293 Gal4-DAX1 luciferase reporter. inhibition, % at 6.75 µM. Nuclear receptor subfamily 0 group B member 1 (Homo sapiens), P51843. AID 504766, 2011;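 active = inhibition above the mean over all tested compounds plus 3 SD, cut at about 4.2% in these data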;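 note: 0% = DAX1-transfected cells with DMSO and 100% = empty-vector control cells with DMSO; inhibition shows as a rise in luminescence from relieved DAX1 repression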
Target sequence (P51843 207-470 limits assumed): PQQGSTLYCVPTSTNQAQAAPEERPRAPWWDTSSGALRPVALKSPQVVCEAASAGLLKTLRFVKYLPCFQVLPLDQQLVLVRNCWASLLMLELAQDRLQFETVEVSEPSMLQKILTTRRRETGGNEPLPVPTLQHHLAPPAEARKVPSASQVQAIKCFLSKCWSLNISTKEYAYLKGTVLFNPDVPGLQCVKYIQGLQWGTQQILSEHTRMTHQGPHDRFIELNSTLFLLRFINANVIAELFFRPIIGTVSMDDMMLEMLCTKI
GC-A act = GC-A stimulated cGMP production enhancers – HEK293 GC-A cells, cGMP TR-FRET, EC30 ANP, primary screen. Atrial natriuretic peptide receptor 1 (Homo sapiens), P16066. 0% at EC30 ANP, 100% saturating ANP. activation, % at 10 µM. actives 0.14% (n = 370,000); in the data active = activation above about 40%
hcDAF12 agonist = H. contortus DAF-12 nuclear receptor activators, primary screen, cell-based, luminescence, HEK293, lit1-tk-luc reporter; HEK293 hcDAF-12 lit1-tk-luc reporter; 0% DMSO, 100% Δ7-dafachronic acid; activation, % at 6.8 µM; actives 1.4% (n = 370,000); AID 652067, 2013;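 active = activation above the mean of all tested compounds plus 3 SD, cut at about 5.5% in these data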;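 note: 100% = response to 3 µM Δ7-dafachronic acid high control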
ADAM10 inh = human ADAM10 inhibitors, primary screen, biochemical, QFRET, HTS | actives 0.62% (n = 370,000) | inhibition, % at 7 µM | Disintegrin and metalloproteinase domain-containing protein 10 (Homo sapiens), O14672 | recombinant ADAM10, EDANS/DABCYL FRET peptide cleavage, 3 h;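 active = inhibition above a per-campaign cutoff equal to the mean of compounds falling between control-based bounds plus 3 SD, cut at about 20% in these data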;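 note: 0% = DMSO wells while the 100% control is not disclosed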
hgDAF12 agonist = H. glycines DAF-12 receptor agonists, primary screen, cell-based, luminescence, HEK293, GAL4 fusion, UAS-luciferase. Nuclear hormone receptor DAF-12 (Heterodera glycines), GAL4 fusion. HEK293 GAL4-hgDAF12 UAS-luciferase reporter, agonist luminescence; normalized to butyrate control. activation, % at 6.8 µM. actives 1.8% (n = 370,000). AID 687014, 2013;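 active = activation above a cutoff set at the mean of all screened compounds plus 3 SD, cut at about 10% in these data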;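 note: 0% = DMSO wells and 100% = sodium butyrate wells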
GC-B act = human GC-B receptor activators, primary screen, HEK293 GC-B cells, cGMP TR-FRET, EC30 CNP. 0% at EC30 CNP, 100% saturating CNP. activation, % at 10 µM. actives 0.11% (n = 370,000). AID 1920062, 2024;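 active = activation at 10 µM reaching about 35% in either raw or pattern-adjusted values, limit read from the data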
HGIII-sPLA2 inh = human group III sPLA2 inhibitors, primary screen, biochemical, QFRET, BODIPY PC-A2 liposome substrate | inhibition, % at 12.2 µM | AID 743126, 2013 | actives 0.56% (n = 370,000) | Group 3 secretory phospholipase A2 (Homo sapiens), Q9NZ20 | QFRET BODIPY PC-A2 liposome hydrolysis, fluorescence;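 active = inhibition above mean plus 3 SD of compounds lying within the high and low control bounds, cut at about 19% in these data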;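 note: 0% = median of test compound wells and 100% = no enzyme DMSO wells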
Target sequence (Q9NZ20 whole entry, looked up): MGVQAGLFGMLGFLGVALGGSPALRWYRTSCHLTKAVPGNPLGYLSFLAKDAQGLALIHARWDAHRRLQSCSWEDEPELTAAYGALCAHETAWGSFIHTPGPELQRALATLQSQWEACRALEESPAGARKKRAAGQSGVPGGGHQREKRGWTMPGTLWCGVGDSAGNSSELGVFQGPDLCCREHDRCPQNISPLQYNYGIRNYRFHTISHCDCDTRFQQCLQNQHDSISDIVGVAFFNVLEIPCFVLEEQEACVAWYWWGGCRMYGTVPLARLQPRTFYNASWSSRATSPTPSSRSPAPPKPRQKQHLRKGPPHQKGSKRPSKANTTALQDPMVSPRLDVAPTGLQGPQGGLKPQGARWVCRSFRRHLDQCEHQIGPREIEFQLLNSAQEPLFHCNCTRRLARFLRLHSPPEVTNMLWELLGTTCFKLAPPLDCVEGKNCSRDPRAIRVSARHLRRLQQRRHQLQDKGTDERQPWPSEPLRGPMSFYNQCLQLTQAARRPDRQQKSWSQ
* = called active by the depositor; i = inactive; . = no result given.

Molecule | ssDAF12 agonist | GAA850 FXN act | DAX1 inh-1 | SMARCA2 activ | DAX1 inh-2 | GC-A act | hcDAF12 agonist | ADAM10 inh | hgDAF12 agonist | GC-B act | HGIII-sPLA2 inh
CC(C)CC1(C)NC(=O)N(CC(=O)Nc2ccc3c(c2)OCCO3)C1=O (stereo unspecified) | -0.8 | -1.6 | -3.4 | -5 | 1.9 | -1 | 1.5 | -20 | -2.0 | 1 | 14
Cc1ccc(-n2ncc3c(NCCCN4CCOCC4)ncnc32)c(C)c1 | -0.8 | -0.8 | 1.1 | -3 | 0.8 | 3 | -1.5 | -13 | -0.1 | 3 | 2
O=C1N=C(c2ccccc2)C(c2ccccc2)N1 (stereo unspecified) | -1.1 | 0.7 | -0.3 | -4 | -1.4 | 1 | -0.4 | i | -2.4 | 5 | 0
CCOc1ccc(CCNC(=O)c2cc3c(C)nccc3[nH]c2=O)cc1OCC | -1.7 | -1.8 | -2.4 | 0 | -0.3 | 12 | -1.4 | -2 | -0.2 | 7 | 2
Cn1c(=O)oc2cc(S(=O)(=O)CCC(=O)Nc3ccccc3)ccc21 | -0.8 | -1.6 | 0.0 | 0 | 0.0 | 0 | 0.1 | 4 | 0.2 | -7 | -1
O=C(c1ccc2c(c1)OCO2)C1CCCN(Cc2ccc3nsnc3c2)C1 (stereo unspecified) | -1.3 | -1.9 | 0.0 | -2 | 0.5 | -8 | -0.7 | -2 | 1.9 | 4 | -5
COc1ccc(-c2[nH]ncc2CNC(C)CCn2cccn2)c(F)c1 (stereo unspecified) | -0.4 | 0.5 | 0.5 | 4 | 1.9 | -1 | 1.0 | 0 | -0.4 | 5 | 3
Cc1ccc(F)c(S(=O)(=O)NC(=O)C2(C)CCN2C(=O)Cc2ccc(-c3ccccc3)cc2)c1 (stereo unspecified) | -1.2 | 1.0 | -0.8 | -2 | . | 6 | 0.5 | -7 | -2.1 | 4 | -26
C=CCNC(=O)c1onc(CSc2cc(C)cc(C)c2)c1C(=O)O | -1.1 | 3.8 | 0.3 | 2 | -0.7 | 1 | -1.6 | -3 | 0.3 | 3 | -3
CCn1nc(C(=O)NC2=NCCS2)c2ccccc2c1=O | -1.3 | -0.2 | -0.8 | -5 | -0.3 | 5 | 0.3 | 2 | 1.7 | -1 | -3
CCCCC(C(=O)NC1CCCC1)N(C(=O)c1snc(C(N)=O)c1N)c1ccc(F)cc1 (stereo unspecified) | -1.2 | 0.3 | 0.5 | -4 | 0.5 | -8 | -1.9 | -11 | -0.5 | -4 | 10
O=C(C1CCCCN1S(=O)(=O)c1ccc(F)cc1)N1CCN(c2ccccc2F)CC1 (stereo unspecified) | -1.6 | 1.0 | -1.1 | -1 | -0.5 | -2 | -2.3 | -9 | -1.1 | 4 | 0
Cc1cc(C)cc(NC(=O)C(=O)NCC2CCCO2)c1 (stereo unspecified) | -1.4 | 1.2 | 0.3 | 3 | -0.4 | 3 | -0.3 | 6 | 3.6 | 2 | -2
Cc1c(NC(=O)c2ccc(C(C)(C)C)cc2)cccc1[N+](=O)[O-] | -0.7 | 3.8 | 1.0 | 2 | 1.5 | 4 | -0.1 | -2 | 14* | 3 | 6
COc1cccc(NC(=O)C2CCC(CNS(=O)(=O)c3ccc4c(c3)CC(C)N4C(C)=O)CC2)c1 (stereo unspecified) | -0.5 | 0.5 | -0.9 | 0 | -0.7 | -2 | -2.3 | 8 | -3.3 | -3 | -19
CCN(CC)C(=O)NC1CC2CCCC(C1)N2Cc1ccccc1 (stereo unspecified) | -0.7 | 1.2 | -0.7 | 0 | -0.4 | . | 0.1 | 2 | 2.4 | . | 4
O=C(CSCc1ccccc1)Nc1cccc(F)c1 | 0.5 | 4.0 | 2.2 | 2 | 0.1 | 0 | 1.6 | 8 | 8.8 | -2 | -3
CNc1ccc2c3c(cccc13)C(=O)N(C)C2=O | -0.5 | -1.4 | -0.2 | 1 | 0.5 | 8 | -3.4 | -47 | 3.2 | 1 | -472
COc1ccc(NC(=O)CCSc2nnc(C)s2)cc1 | -0.8 | 0.5 | 0.0 | -3 | 0.9 | 2 | -1.1 | -2 | 3.0 | 2 | 5
COc1ccc2[nH]c(=O)c(CN(CCCN(C)C)C(=O)Nc3ccc(F)cc3)cc2c1 | -0.3 | -0.9 | 0.5 | 1 | -0.3 | -3 | -0.8 | -190 | -1.7 | 1 | 1
Cc1c(C)n(-c2ccc(Cl)cc2)c2ncnc(N)c12 | -1.3 | 1.1 | -0.3 | -2 | -0.1 | -23 | -1.5 | 11 | 3.7 | -17 | -7
COc1ccc(N(CC(=O)NCc2ccco2)C(=O)CCC(=O)Nc2nccs2)c(OC)c1 | -0.9 | -1.4 | -0.6 | 4 | -0.9 | 1 | -1.8 | 5 | -0.2 | -2 | -5
COc1cc2cc(C[C@H](C)O)oc(=O)c2cc1OC | -0.9 | 0.8 | 0.2 | -1 | -0.6 | -2 | -1.4 | -24 | 1.6 | 5 | 8
O=C(NCCCN1CCCC1=O)c1cccc(S(=O)(=O)Nc2ccc(F)cc2)c1 | -2.0 | 2.5 | -0.4 | -1 | 0.2 | -1 | -1.3 | -13 | 0.3 | -8 | 3
Cc1cccc(NC(=O)Nc2ccc(F)cc2)n1 | -0.9 | 2.9 | 1.5 | 2 | -1.1 | 0 | 1.4 | 1 | 6.6 | 0 | -5
COc1ccccc1C(=O)NCc1nnc(SC(C)C(=O)Nc2nccs2)n1C (stereo unspecified) | -0.1 | 0.2 | -0.1 | -2 | -0.2 | -1 | 7.0* | 3 | 2.4 | 1 | 2
O=C(CCc1ccccc1)OCC(=O)c1ccc(Br)cc1 | -1.1 | 1.0 | 0.9 | 0 | 2.1 | 4 | 1.2 | 1 | -0.8 | -5 | 0
O=S(=O)(c1ccc(F)cc1)N1CCC(N2CCCCCC2)CC1 | -1.3 | 2.0 | 0.4 | -1 | -0.7 | 2 | 0.7 | -2 | 1.4 | -1 | 0
COc1ccccc1N1CCN(C(=O)/C=C/c2ccc3c(c2)OCO3)CC1 | -1.5 | -0.2 | -0.1 | 3 | -0.4 | 2 | -1.3 | -33 | 3.2 | 0 | 1
CC(=O)Nc1c(Br)cc(N2C(=O)CCC2=O)cc1Br | -1.1 | 0.9 | -0.5 | 2 | 2.9 | 3 | -0.9 | 6 | -0.6 | -3 | 3

Complete entries from above:
Cc1cc(C)cc(NC(=O)C(=O)NCC2CCCO2)c1 (stereo unspecified) as listed: ssDAF12 agonist = -1.4; GAA850 FXN act = 1.2; DAX1 inh-1 = 0.3; SMARCA2 activ = 3; DAX1 inh-2 = -0.4; GC-A act = 3; hcDAF12 agonist = -0.3; ADAM10 inh = 6; hgDAF12 agonist = 3.6; GC-B act = 2; HGIII-sPLA2 inh = -2
O=C(NCCCN1CCCC1=O)c1cccc(S(=O)(=O)Nc2ccc(F)cc2)c1 as listed: ssDAF12 agonist = -2.0; GAA850 FXN act = 2.5; DAX1 inh-1 = -0.4; SMARCA2 activ = -1; DAX1 inh-2 = 0.2; GC-A act = -1; hcDAF12 agonist = -1.3; ADAM10 inh = -13; hgDAF12 agonist = 0.3; GC-B act = -8; HGIII-sPLA2 inh = 3

Other results:
Molecule | ssDAF12 agonist | GAA850 FXN act | DAX1 inh-1 | SMARCA2 activ | DAX1 inh-2 | GC-A act | hcDAF12 agonist | ADAM10 inh | hgDAF12 agonist | GC-B act | HGIII-sPLA2 inh
CCOCCCNC(=O)CN(c1cc([N+](=O)[O-])ccc1OC)S(C)(=O)=O | -1.2 | -2.5 | -0.5 | 0 | 0.4 | 0 | -1.2 | -5 | 1.2 | -1 | 8
O=C(CSc1ccc(-c2ccco2)nn1)NCc1ccccc1Cl | -1.0 | -2.9 | -0.7 | -1 | -0.3 | -4 | -2.3 | -17 | -2.2 | 1 | 3
COc1ccc(/C=N/N2C(C)CCCC2C)cc1OC (stereo unspecified) | -1.1 | -1.0 | 0.5 | 2 | -0.5 | -3 | -1.6 | 3 | -3.2 | 7 | -2
Cc1ccc(NC(=O)CN2C(=O)NC3(CCc4ccccc43)C2=O)cc1S(=O)(=O)N1CCCCC1 (stereo unspecified) | -1.6 | 0.2 | -0.3 | 3 | -1.1 | -1 | -0.6 | 14 | -4.4 | 0 | -35
Cc1cc(Nc2ccc3c(c2)OCCO3)c2cc(Cl)ccc2n1 | -2.5 | -6.2 | -1.9 | -4 | -1.5 | -3 | -5.7 | 13 | -5.2 | 0 | 4
C=CCOC(=O)COc1ccc2c(C)c(C)c(=O)oc2c1C | -1.4 | -3.8 | 0.1 | 7 | -0.7 | 1 | 0.5 | -219 | -1.8 | -1 | 1
O=C(CSc1nnc(COc2ccccc2)n1-c1ccccc1)Nc1ccc2c(c1)OCO2 | -1.0 | . | -2.0 | -2 | . | -8 | -1.5 | 0 | 1.2 | -12 | -12
Cc1ccccc1NS(=O)(=O)c1ccc(C(=O)N2CC(C)OC(C)C2)cc1 (stereo unspecified) | -1.3 | 1.4 | 0.4 | -1 | 0.2 | 1 | -0.8 | -5 | -1.4 | 3 | 5
COc1ccc(C2=NN(C(N)=S)C(c3ccccc3)C2)cc1 (stereo unspecified) | -0.7 | 2.6 | 0.8 | 2 | -1.5 | 3 | 1.3 | -4 | 3.3 | 5 | 4
CCCCCc1ccc(-c2nnc(N)s2)cc1 | -0.2 | 7.8* | 0.9 | 5 | 2.0 | 1 | 1.9 | 9 | 7.7 | -6 | -10
Nc1ccc(N2CCCCC2)c(S(=O)(=O)Nc2ccc(Cl)cc2)c1 | -1.8 | 0.1 | -0.2 | -3 | 1.6 | -9 | -1.0 | 6 | 0.8 | -4 | -6
Cc1ccccc1OCCn1c(=O)sc2ccccc21 | -1.4 | -0.4 | 0.4 | 1 | -0.4 | 2 | -2.0 | 0 | -0.6 | 2 | 1
Nc1[nH]c(C(=O)c2ccccc2)c(-c2ccc(Cl)cc2Cl)c1C(=O)c1ccc(Cl)c(Cl)c1 | -1.1 | . | -1.0 | -5 | . | -9 | 1.2 | -17 | -2.5 | 3 | 7
O=C(NCc1ccccc1)[C@@H]1CCCN1C(=O)[C@@H](NS(=O)(=O)c1ccc(F)cc1F)c1ccccc1 | -1.0 | . | 0.3 | -2 | . | 3 | -1.0 | 0 | -2.7 | -3 | 6
Cc1nnc(SCc2ccc(CC(=O)O)cc2)o1 | -0.7 | -1.5 | 0.0 | -1 | 0.0 | -3 | -0.5 | 1 | -0.6 | -2 | -1

This is a random part of the collection; overall some 6.6% were active at least once.
